# TbMetRS inhib: Trypanosoma brucei MetRS inhibition; purified T. brucei MetRS, ATP depletion, Kinase-Glo luminescence; AID 624268; 360,000 tested, 0.4% active; inhibition, % at 11.9 µM;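 active = inhibition above a per-plate cutoff of the control wells' mean inhibition plus 3 SD, cut at about 5.5% in these data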;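 note: 0% = DMSO wells median and 100% = median of wells with control inhibitor compound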
#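 Material – parasite MetRS enzyme · Medium – HEPES-MgCl2-KCl buffer plus DTT, spermine, BSA, pyrophosphatase · Reagent – ATP, methionine and E. coli bulk tRNA substrates · Times – 15 min enzyme-compound preincubation, 2 h reaction, 10 min detection, 25 °C · Measured by – luminescence of leftover ATP · Evaluation – percent inhibition relative to median high and low control wells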
# Scp1 inh: inhibitors of human Scp-1 phosphatase | Q9GZU7 | Recombinant Scp1, phosphopeptide, malachite green phosphate absorbance | inhibition, % at 20 µM | 340,000 tested, 0.88% active;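 active = inhibition above about 50% at 20 µM, limit read from the data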;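 note: plate controls were DMSO wells with enzyme for no effect and wells lacking enzyme for full effect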
#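 assay system = SCP-1 phosphatase catalytic domain, residues 76-261 | buffer or medium = 50 mM Tris acetate pH 5.5, 0.005% Tween-20, 10 mM MgCl2 | incubation = enzyme reaction 45 min at room temperature, colour 5 min, stabilisation 30 min | signal = Phosphate-binding colour reagent, absorbance read at 630 nm | measure = % inhibition at 20 µM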
# STEP block: STEP (human) phosphatase inhibition; recombinant STEP, OMFP fluorogenic substrate, fluorescence; 360,000 tested, 0.25% active; inhibition, % at 20 µM;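 active = inhibition at 20 µM, scaled per plate between control wells, above about 37%, limit read from the data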;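 note: 0% = DMSO with enzyme and substrate and 100% = substrate only without enzyme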
#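 System: STEP (striatal-enriched tyrosine phosphatase) enzyme, cell-free; medium: Bis-Tris pH 6.0 buffer with DTT, detergent; dosing: 20 µM, 1% DMSO; times: reaction 20 min, ambient temperature; detection: fluorescence, 480/540 nm; read-out basis: normalized % inhibition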
# NRP1-CendR mod: modulators of CendR peptide binding to human neuropilin-1 | 360,000 tested, 0.85% active | inhibition, % at 25 µM | O14786 | FAM-RPARPAR peptide binding to NRP-1, fluorescence polarization | AID 602438;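 active = inhibition or corrected inhibition above about 18%, plus a signal ratio from 0.5 to 1.5, limit read from the data, passing the limit was not always enough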; note: strong numbers were not always called active
# SUMO1 PPI mod: alters human SUMO1 binding to SIM partners; P63165; 360,000 tested, 0.33% active; inhibition, % at 20 µM; SUMO1 binding to a labelled peptide, TR-FRET, 1 h; AID 602429; in the data active = inhibition above about 37%
# Neddylation inh: blocks human cullin neddylation | TR-FRET cullin neddylation, biochemical | 360,000 tested, 0.58% active | calls only at 25 µM | P61081+Q13564; in the data active = inhibition above about 36%
# DNMT1 block: blocks human DNA methyltransferase DNMT1; P26358; DNMT1 molecular beacon, Hinp1I cleavage, fluorescence; inhibition (reported as % activation of signal), % at 10 µM; 360,000 tested, 0.83% active; AID 588458; in the data active = inhibition above about 50%
# Target sequence (P26358 504-1616 limits assumed): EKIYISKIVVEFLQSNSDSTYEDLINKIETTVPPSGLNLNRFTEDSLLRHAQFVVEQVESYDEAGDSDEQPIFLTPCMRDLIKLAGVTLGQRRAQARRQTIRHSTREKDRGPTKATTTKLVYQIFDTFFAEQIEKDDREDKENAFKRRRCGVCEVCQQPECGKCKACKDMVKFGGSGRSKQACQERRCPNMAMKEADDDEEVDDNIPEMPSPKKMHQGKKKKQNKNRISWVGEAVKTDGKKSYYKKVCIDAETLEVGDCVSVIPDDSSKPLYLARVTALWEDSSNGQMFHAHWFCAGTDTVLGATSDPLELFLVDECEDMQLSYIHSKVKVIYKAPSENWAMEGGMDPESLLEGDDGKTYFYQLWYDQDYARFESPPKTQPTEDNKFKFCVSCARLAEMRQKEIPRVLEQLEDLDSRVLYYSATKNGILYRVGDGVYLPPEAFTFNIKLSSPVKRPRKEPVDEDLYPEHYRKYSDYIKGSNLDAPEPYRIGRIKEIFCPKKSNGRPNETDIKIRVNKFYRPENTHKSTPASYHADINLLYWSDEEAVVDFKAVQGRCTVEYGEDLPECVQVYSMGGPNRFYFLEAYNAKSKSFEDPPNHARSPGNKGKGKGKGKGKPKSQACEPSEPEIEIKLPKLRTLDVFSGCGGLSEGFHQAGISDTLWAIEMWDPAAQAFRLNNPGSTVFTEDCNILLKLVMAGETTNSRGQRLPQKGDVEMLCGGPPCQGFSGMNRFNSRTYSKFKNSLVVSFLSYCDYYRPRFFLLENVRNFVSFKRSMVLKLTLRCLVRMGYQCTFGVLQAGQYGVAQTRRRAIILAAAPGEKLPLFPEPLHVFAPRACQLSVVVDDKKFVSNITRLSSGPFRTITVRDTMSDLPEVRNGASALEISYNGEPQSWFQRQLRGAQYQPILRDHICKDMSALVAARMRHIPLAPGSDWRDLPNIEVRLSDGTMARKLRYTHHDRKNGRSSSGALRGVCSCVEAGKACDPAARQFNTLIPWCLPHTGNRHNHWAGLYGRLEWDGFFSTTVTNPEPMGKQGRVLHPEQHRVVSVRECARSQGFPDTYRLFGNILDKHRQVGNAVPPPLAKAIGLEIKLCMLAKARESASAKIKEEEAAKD
# NadD block: inhibitors of Staphylococcus aureus NadD; purified NadD enzyme, colorimetric absorbance read-out; inhibition, % at 20 µM; 360,000 tested, 0.78% active; AID 602399; in the data active = inhibition above about 26%; note: some compounds past the cut are filed as inactive
# LMPTP inh: blocks human LMPTP phosphatase | AID 651560 | inhibition, % at 20 µM | P24666 | recombinant LMPTP-A, OMFP fluorogenic substrate, fluorescence intensity | 360,000 tested, 0.22% active;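 active = compounds that cut the enzyme signal by at least half of the control window in the single-dose screen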;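 note: plate controls were DMSO wells with enzyme plus substrate for no effect and substrate without enzyme for full effect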
#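 Assay system: LMPTP-A phosphatase enzyme | Input: 0.625 nM enzyme | Also added: Fluorogenic phosphatase substrate OMFP at 400 µM final | Compound dosing: One test concentration per compound, 20 µM, with 3% DMSO overall | Schedule: 50 min enzyme reaction at room temperature, protected from light | Signal: Fluorescence intensity | Benchmarks: no-enzyme and uninhibited controls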
# SKN-1 block: blocks SKN-1 activity in C. elegans | C. elegans VP596 Pgst-4::GFP/RFP ratio, acrylamide-induced, 24 h | inhibition, % at 21.8 µM | 360,000 tested, 0.49% active | AID 624304;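 active = interference check ratio from 0.5 to 1.5 plus GFP to RFP signal ratio inhibition reaching or exceeding a fixed threshold, cut at about 30% in these data, passing the limit was not always enough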; note: some compounds called inactive have numbers as strong as hits
# * = called active by the depositor; i = inactive; . = not tested or not shown.
SMILES,TbMetRS inhib,Scp1 inh,STEP block,NRP1-CendR mod,SUMO1 PPI mod,Neddylation inh,DNMT1 block,NadD block,LMPTP inh,SKN-1 block
COc1ccc(-c2noc(C(=O)NCc3ccccc3Cl)n2)cc1OC,-0.1,-6,-5,0,4,i,-3,3,0.9,-8
CCOC(=O)N1CCN(CCC(=O)Nc2ccc(Br)cc2)CC1,-0.7,-15,0,0,-1,i,-2,-5,-1.8,-12
CCOC(=O)CCCNC(=O)CN1C(=O)NC(CCc2ccccc2)C1=O (centres undefined),-0.3,5,0,-7,-4,i,0,0,-1.1,19
O=C(NC(Cc1c[nH]c2ccccc12)C(=O)Nc1ccc(F)cc1)c1cccs1 (centres undefined),-0.5,4,-4,6,0,i,-7,-10,-1.4,11
Cc1cccc(C)c1NC(=O)CN(C)C(=O)[C@H](C)NC(=O)c1ccco1,-0.2,5,-2,-12,4,i,6,0,1.0,3
CCOc1cc(NC(=O)c2cccs2)c(OCC)cc1NC(=O)c1ccco1,-0.6,1,1,-18,1,.,14,3,2.2,17
CC(=O)c1cccc(NC(=O)c2sc3nc4n(c(=O)c3c2C)CCCC4)c1,0.9,-4,-3,1,4,i,-1,-2,-0.2,2
CCc1ccc(C(=O)COC(=O)C(Cc2ccccc2)NC(=O)C2CCC(C)CC2)cc1 (centres undefined),-0.2,-7,0,-2,-2,i,3,7,-1.8,0
C[C@H](NC(=O)Cc1ccccc1)C(=O)N1CCC2(CC1)NCCc1[nH]cnc12,-0.4,-6,2,7,-2,i,1,-9,-1.0,7
O=C(Nc1ccccc1N1CCN(C(=O)c2ccccc2)CC1)c1ccc(Cl)cc1,0.0,-7,3,-5,-5,i,-2,3,1.0,-7
CCN(C(=O)CN1CCCCCC1)c1c(N)n(Cc2ccccc2)c(=O)[nH]c1=O,-0.4,5,-2,-19,-6,i,-2,6,-1.1,2
O=[N+]([O-])c1cc(F)c2cccnc2c1O,-0.4,15,16,-3,-38,i,-1,1,48,16
COc1ccc(OC)c(NC(=O)CC2C(=O)NCCN2C(=O)c2ccccc2)c1 (centres undefined),0.3,-5,0,10,3,i,2,-4,-0.1,3
CN(CC(=O)NCC1CCCCC1)CC(=O)Nc1ccccc1Br,-0.6,-3,-2,13,2,i,4,-3,-0.1,-13
O=C(O)c1cccc(Cn2c(Cl)c(/C=N/NC(=O)c3ccc(O)cc3)sc2=O)c1,0.5,11,2,-51,-4,i,0,-6,-0.3,-10
CC(C)c1ccc(NC(=O)c2cc([N+](=O)[O-])ccc2N2CCOCC2)cc1,-0.4,55*,1,12,-18,i,1,2,0.8,17
Cn1nc(C(C)(C)C)c(NC(=O)c2cccs2)c1C(C)(C)C,-0.1,-5,2,-2,1,i,2,6,-1.2,-1
O=C(CCSc1nc(-c2ccccc2)c(-c2ccccc2)o1)N1CCCCC1,-0.1,.,1,7,9,i,-1,-1,3.6,-14
CC1CCN(S(=O)(=O)c2ccc(NC(=O)Cc3cccs3)cc2)CC1,-0.5,77*,0,-8,2,i,25,-4,3.5,11
CCCCNC(=O)Nc1ccccn1,-0.7,-5,3,6,-2,i,-2,3,-0.6,11
Cc1noc(C)c1C(=O)OC(C(=O)NC1CCCC1)c1ccc(F)cc1 (centres undefined),0.1,-8,0,0,0,i,3,-3,-1.3,-3
S=C(Nc1ccc2cn[nH]c2c1)Nc1ccccc1Cl,0.7,-3,4,-5,2,i,-4,0,-2.7,-6
COc1ccc(-c2ccc3c(c2)c(C#Cc2ccsc2)c(-c2cc(OC)cc(OC)c2)n3C)cc1,-0.3,-3,0,-30,-11,i,4,20,0.8,15
CC(=O)Nc1cccc(-c2csc(C(NC(C)=O)c3ccc(F)c(F)c3)n2)c1 (centres undefined),0.4,.,1,-10,-15,i,1,3,1.8,32
CCOc1ccccc1CNC(=O)C(C)n1nc(C)c2c(C)n(-c3ccccc3)nc2c1=O (centres undefined),-0.3,-2,-1,-3,8,i,-1,5,-0.9,-7
CCCN(CCC)C(=O)Cn1c(=O)n(CCCCC(=O)NCc2ccco2)c(=O)c2ccccc21,-0.9,-5,-1,1,4,i,-2,6,-0.5,32
CC1(C)OC2CC3C4CCC5=CC(=O)CCC5(C)C4(F)C(O)CC3(C)C2(C(=O)CO)O1 (centres undefined),-0.5,-4,-2,-6,-4,i,2,-1,-0.2,8
COc1nc(N)nc(N)c1NS(=O)(=O)c1ccc(C)cc1,-0.7,-7,2,6,-1,i,1,-7,-1.7,5
Cc1ccccc1NC(=O)c1sc2nc3c(c(-c4ccco4)c2c1N)CCC3,0.1,-10,-2,-50,-3,i,-8,26,2.8,23
O=C(OCC(=O)N1CCCCCC1)c1ccc(Br)c(S(=O)(=O)N2CCOCC2)c1,-0.2,-8,-1,10,2,i,2,-3,-1.5,23
COc1ccccc1N(CC(=O)NC1CCCCC1)C(=O)Cn1nnc(-c2ccc(C)o2)n1,-0.4,-3,-1,6,-1,i,2,-2,0.3,1
Cc1cc(C)nc(SC(C)C(=O)N/N=C/c2cccs2)n1 (centres undefined),-0.7,11,2,8,-7,i,12,-3,0.1,6
NS(=O)(=O)c1cccc(NC(=O)c2cccc3c(Br)cccc23)c1,0.1,-10,-1,3,-5,i,-2,3,1.1,-5
COCOc1cc(O)c(C(=O)/C=C/c2ccc(OCOC)c(OCOC)c2)c(OCOC)c1,-1.3,-7,-2,-24,0,i,0,2,-0.4,-2
CC(C)C[C@@H](C)C(=O)N(Cc1ccccc1)c1ccccc1,-0.3,-7,2,32*,6,i,-2,-5,2.2,3
CC(C)COc1ccc(C(=O)OCCN2CCOCC2)c(O)c1,-2.0,8,-2,-6,2,i,0,-5,-1.5,-25

# Sorted by length of the SMILES (smallest number first): 16 of the compounds above.
SMILES,TbMetRS inhib,Scp1 inh,STEP block,NRP1-CendR mod,SUMO1 PPI mod,Neddylation inh,DNMT1 block,NadD block,LMPTP inh,SKN-1 block
CC(C)COc1ccc(C(=O)OCCN2CCOCC2)c(O)c1,-2.0,8,-2,-6,2,i,0,-5,-1.5,-25
CN(CC(=O)NCC1CCCCC1)CC(=O)Nc1ccccc1Br,-0.6,-3,-2,13,2,i,4,-3,-0.1,-13
CCOC(=O)N1CCN(CCC(=O)Nc2ccc(Br)cc2)CC1,-0.7,-15,0,0,-1,i,-2,-5,-1.8,-12
Cn1nc(C(C)(C)C)c(NC(=O)c2cccs2)c1C(C)(C)C,-0.1,-5,2,-2,1,i,2,6,-1.2,-1
CC1CCN(S(=O)(=O)c2ccc(NC(=O)Cc3cccs3)cc2)CC1,-0.5,77*,0,-8,2,i,25,-4,3.5,11
O=C(CCSc1nc(-c2ccccc2)c(-c2ccccc2)o1)N1CCCCC1,-0.1,.,1,7,9,i,-1,-1,3.6,-14
Cc1ccccc1NC(=O)c1sc2nc3c(c(-c4ccco4)c2c1N)CCC3,0.1,-10,-2,-50,-3,i,-8,26,2.8,23
COc1ccc(OC)c(NC(=O)CC2C(=O)NCCN2C(=O)c2ccccc2)c1 (centres undefined),0.3,-5,0,10,3,i,2,-4,-0.1,3
O=C(Nc1ccccc1N1CCN(C(=O)c2ccccc2)CC1)c1ccc(Cl)cc1,0.0,-7,3,-5,-5,i,-2,3,1.0,-7
O=C(NC(Cc1c[nH]c2ccccc12)C(=O)Nc1ccc(F)cc1)c1cccs1 (centres undefined),-0.5,4,-4,6,0,i,-7,-10,-1.4,11
CCN(C(=O)CN1CCCCCC1)c1c(N)n(Cc2ccccc2)c(=O)[nH]c1=O,-0.4,5,-2,-19,-6,i,-2,6,-1.1,2
O=C(OCC(=O)N1CCCCCC1)c1ccc(Br)c(S(=O)(=O)N2CCOCC2)c1,-0.2,-8,-1,10,2,i,2,-3,-1.5,23
COCOc1cc(O)c(C(=O)/C=C/c2ccc(OCOC)c(OCOC)c2)c(OCOC)c1,-1.3,-7,-2,-24,0,i,0,2,-0.4,-2
CCOc1ccccc1CNC(=O)C(C)n1nc(C)c2c(C)n(-c3ccccc3)nc2c1=O (centres undefined),-0.3,-2,-1,-3,8,i,-1,5,-0.9,-7
CCCN(CCC)C(=O)Cn1c(=O)n(CCCCC(=O)NCc2ccco2)c(=O)c2ccccc21,-0.9,-5,-1,1,4,i,-2,6,-0.5,32
CC1(C)OC2CC3C4CCC5=CC(=O)CCC5(C)C4(F)C(O)CC3(C)C2(C(=O)CO)O1 (centres undefined),-0.5,-4,-2,-6,-4,i,2,-1,-0.2,8

# Next section
SMILES,TbMetRS inhib,Scp1 inh,STEP block,NRP1-CendR mod,SUMO1 PPI mod,Neddylation inh,DNMT1 block,NadD block,LMPTP inh,SKN-1 block
COc1ccc(S(=O)(=O)N2CCCCCC2)cc1C(=O)OCC(=O)NC(N)=O,-1.1,-8,-2,-2,3,i,-2,-4,-0.8,11
COc1cc(/C=C/C(=O)OCC(=O)Nc2cc(S(=O)(=O)N3CCCC3)ccc2Cl)cc(OC)c1OC,0.0,-24,2,3,3,i,-6,4,2.8,-1
c1ccc(SCCCCNC2CCCC2)cc1,-0.4,-6,3,-26,1,i,-1,-1,-0.1,11
COc1ccc(CN(C)Cc2cc(=O)oc3cc(C)c(C(C)C)cc23)cc1OC,0.1,-6,0,-7,2,i,-2,3,0.2,9
Cc1ccc(NC(C)C(=O)N/N=C/c2ccc([N+](=O)[O-])s2)cc1 (centres undefined),-0.5,1,-1,0,-31,i,-4,-1,1.3,12
O=C(CN1C(=O)COc2ccc(Cl)cc21)Nc1nccs1,0.1,-4,-2,-5,0,i,3,5,-0.8,-12
CC1CN(Cc2nc3c(c(=O)n(C)c(=O)n3C)n2CCc2ccccc2)CC(C)O1 (centres undefined),-1.9,1,-2,0,1,i,0,2,-0.8,10
COCCCNC(=O)CCNS(=O)(=O)c1ccc(C)cc1,-1.2,0,-4,-3,2,i,-1,2,-0.1,1
CCn1c(=O)c(C(=O)NC(C)C)c(O)c2ccccc21,0.0,-13,-1,-7,3,i,-1,1,0.6,19
COc1ccc(Nc2ncc(C#N)c(N)n2)c(OC)c1,-0.7,-11,-4,8,2,i,6,-2,-1.1,11
CCn1c(CC(=O)Nc2ccccc2C)nnc1SCC(=O)NC1CCCC1,0.1,-15,0,13,5,i,0,0,1.5,-2
Cc1cc(C)n2c(Nc3ccc4c(c3)OCCO4)c(-c3ccccc3)nc2n1,-1.0,2,1,1,-5,i,-1,9,1.3,13
COc1ccc(CC(C)N2CCN(Cc3ccccc3)CC2)cc1OC (centres undefined),-2.1,-3,1,0,4,i,-1,-5,-1.1,17

# Source: PubChem

# Compounds were not picked by outcome, and some 4.6% of all compounds hit somewhere here.
